Screening data as filed in PubChem BioAssay.
C1s block – human complement C1s inhibition. P09871. mean inhibition % of two 10-compound mixtures (hits give high values), % at 5 µM (by protocol). 62,000 compounds, 0.16% hits. purified C1s, fluorogenic AMC substrate, pooled mixtures;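 active = inhibition above 20% in each of the two 10-compound mixture wells holding the compound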;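 also: 0% = enzyme wells lacking compound mixture and 100% = no-enzyme blank wells; some compounds called inactive have numbers as strong as hits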
Target sequence (P09871 16-437 limits assumed): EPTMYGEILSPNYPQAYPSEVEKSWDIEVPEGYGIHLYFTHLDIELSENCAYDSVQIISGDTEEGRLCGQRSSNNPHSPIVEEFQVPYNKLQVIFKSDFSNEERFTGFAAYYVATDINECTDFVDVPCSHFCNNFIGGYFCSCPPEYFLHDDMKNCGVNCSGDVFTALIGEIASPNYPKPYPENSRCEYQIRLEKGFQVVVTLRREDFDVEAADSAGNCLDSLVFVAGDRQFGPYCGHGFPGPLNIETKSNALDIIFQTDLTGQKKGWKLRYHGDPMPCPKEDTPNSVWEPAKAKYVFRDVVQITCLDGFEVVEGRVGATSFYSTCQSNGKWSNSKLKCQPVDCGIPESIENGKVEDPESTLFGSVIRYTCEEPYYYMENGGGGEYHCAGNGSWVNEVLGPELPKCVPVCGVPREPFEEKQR
Target sequence (P09871 438-688 limits assumed): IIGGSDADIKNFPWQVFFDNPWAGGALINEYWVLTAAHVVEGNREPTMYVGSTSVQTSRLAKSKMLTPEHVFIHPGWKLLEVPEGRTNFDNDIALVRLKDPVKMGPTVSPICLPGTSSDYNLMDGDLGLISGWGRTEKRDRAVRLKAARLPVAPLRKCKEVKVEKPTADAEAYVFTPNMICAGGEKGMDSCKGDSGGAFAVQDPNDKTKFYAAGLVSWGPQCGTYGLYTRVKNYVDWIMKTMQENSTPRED
CatL block – blocks human cathepsin L protease activity; P07711; purified cathepsin L, fluorogenic substrate, fluorescence; inhibition, %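 (tested at 10 µM)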; 58,000 compounds, 0.17% hits; in the data active = inhibition above about 45%;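 also: 0% = enzyme with no compound and 100% = no enzyme blank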
AP ELISA ortho – alternative pathway complement inhibition, orthogonal assay. inhibition, % at 5 µM. 62,000 compounds, 0.08% hits. AID 1235. Human serum alternative complement pathway, LPS-coated ELISA, C3 deposition; tested in compound mixtures;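 active = inhibition above 30% in each of the two pooled mixtures holding the compound, so the lower value exceeds 30%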;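 also: 0% = serum in Mg-EGTA without compound and 100% = EDTA serum blank; some compounds past the cut are filed as inactive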
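Test system: human serum alternative complement pathway, C3 deposition on LPS-coated wells; also added: Plate-bound LPS; doses: 5 µM per compound in ten-compound mixtures; schedule: 1 h at 37 °C; detection: Anti-C3 ELISA, OD 450 nm; evaluation: percent inhibition of C3 deposition onto LPS; repeats: two pool placements per compound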
Cathepsin G inh – cathepsin G (human) inhibition; P08311; purified enzyme, AMC-tetrapeptide fluorescence, pooled mixtures; inhibition, % at 5 µM (by protocol); 62,000 compounds, 0.2% hits; AID 581;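 active = inhibition above 20% in each of the two mixture wells holding the compound; inactive = inhibition of 20% or less in either well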;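 also: 0% = enzyme control without mixture and 100% = blank lacking enzyme; strong numbers were not always called active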
Target sequence (P08311 21-244 limits assumed): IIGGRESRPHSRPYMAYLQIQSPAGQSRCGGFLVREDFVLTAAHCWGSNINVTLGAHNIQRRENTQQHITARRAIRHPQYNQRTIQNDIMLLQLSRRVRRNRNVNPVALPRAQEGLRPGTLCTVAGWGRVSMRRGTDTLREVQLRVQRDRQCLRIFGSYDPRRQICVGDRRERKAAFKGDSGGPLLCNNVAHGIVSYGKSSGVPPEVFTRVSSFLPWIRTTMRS
E coli RNAP – inhibitors of Escherichia coli RNA polymerase | 62,000 compounds, 0.2% hits | inhibition, %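 (tested at 10 µM)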 | E. coli RNA polymerase, fluorescence transcription assay | AID 559 | P0A8V2; in the data active = inhibition above about 20%;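 also: 0% = enzyme without compound and 100% = no enzyme blank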
CatS inh – blocks human cathepsin S protease activity. P25774. 62,000 compounds, 0.06% hits. AID 501. inhibition, %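 (tested at 5 µM per compound within 10-compound mixtures)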. recombinant cathepsin S, AMC dipeptide fluorescence, pooled mixtures; in the data active = inhibition above about 32%, passing the limit was not always enough;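 also: 0% = enzyme without compound and 100% = blank without enzyme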
CatB mixtures – inhibitors of human cathepsin B in compound mixtures; 62,000 compounds, 0.06% hits; inhibition, %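 (ten-compound pools at 5 µM per compound and 50 µM total)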; Purified cathepsin B, AMC dipeptide fluorescence; P07858; in the data active = inhibition above about 22%, passing the limit was not always enough;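 also: 0% = enzyme without compound and 100% = no enzyme blank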
CatB block – blocks human cathepsin B protease activity. purified cathepsin B, fluorogenic substrate, fluorescence. 63,000 compounds, 0.1% hits. inhibition, %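 (tested at 10 µM)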. P07858; in the data active = inhibition above about 21%;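 also: 0% = enzyme with no compound and 100% = no enzyme blank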
FXIa mix inh – factor XIa (human) inhibition, mixture screen. P03951. purified FXIa, fluorogenic substrate, pooled mixtures. inhibition, % at 5 µM. 62,000 compounds, 0.19% hits; in the data active = inhibition above about 20%, passing the limit was not always enough;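 also: each value is inhibition by a whole ten-compound pool holding the compound; 0% = enzyme with no mixture and 100% = wells lacking enzyme; strong numbers were not always called active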
Active calls of the source: *; · = no result given. This is a subset, so the mix of outcomes need not match the whole.

SMILES	C1s block	CatL block	AP ELISA ortho	Cathepsin G inh	E coli RNAP	CatS inh	CatB mixtures	CatB block	FXIa mix inh
CC(C)CC(=O)Nc1nnn(C)n1	13	-6	7	8	5	-4	2	-1	6
Cc1cc(C)c(C#N)c(SCc2ccccc2C(=O)O)n1	-1	20	3	-2	3	10	0	2	23
O=C(Cn1c(-c2ccccn2)nc2ccccc21)NCCN1CCOCC1	-73	1	13	-7	-1	-5	-7	0	-1
CCNc1nc(NC(C)C)nc(N(C#N)CCOc2ccc(Cl)cc2Cl)n1	16	-3	6	14	1	12	2	0	9
CCOC(=O)C1=C(C)N=C2SC(C)C(=O)N2C1c1cccc(F)c1 (centres undefined)	-25	1	4	-3	9	-4	2	-1	13
O=C(CCSc1nnc(-c2ccncc2)o1)Nc1ccc(Cl)cc1	3	4	9	7	3	-2	1	6	-1
CC(C)(C)OC(=O)N[C@H](Cc1ccccc1)C(=O)N1CCC(C(=O)O)CC1	-3	26	4	9	6	11	4	5	17
CC(C)(C)NC(=O)CSc1nncn1NCc1ccccc1	12	15	-5	16	9	-2	-4	6	7
COc1ccc(C(c2sc3nc(C)nn3c2O)N2CCC(C(N)=O)CC2)cc1OC (centres undefined)	18	·	8	10	9	4	3	2	6
Cc1cc(Br)ccc1NC(=O)CNC(=O)CSc1n[nH]c(N)n1	-1	0	8	1	5	-2	4	-4	8
O=C(CC1Oc2ccccc2NC1=O)NC1CCCC1 (centres undefined)	8	·	18	8	6	2	6	6	7
COc1ccccc1-n1c(SCC(=O)NC(C)(C)C)nnc1-c1ccco1	2	12	3	0	6	-6	-3	2	-5
CC(C)C(CC(=O)N1CCCCC1)C1CCOC(C)(C)C1 (centres undefined)	-11	4	1	28*	5	-4	32	0	19
CC(C)c1cc(C(=O)NCc2cccnc2)no1	2	12	12	7	7	-3	3	1	10
CCOc1ccc(NC(=O)c2ccccc2CO)cc1	6	20	0	12	8	12	2	5	2
Cn1c(=O)[nH]c(=O)c2c1nc(CN1CCOCC1)n2Cc1ccccc1	20	-4	9	12	3	-2	7	0	3
COc1ccccc1N(CN1C(=O)c2ccccc2C1=O)C(=O)c1cccnc1	-12	8	18	6	5	3	1	2	0
CCOCN(C(=O)Cn1c(CO)nc2ccccc21)c1c(C)cccc1CC	5	-2	12	2	8	2	5	-2	7
CCCCN(CC)CCCNC(=O)CC1Oc2ccccc2NC1=O (centres undefined)	3	3	1	1	3	-1	1	2	-2
Cc1nnc(SCSc2nnc(C)s2)s1	5	11	-5	6	14	19	26	6	32
O=C1c2ccccc2-c2nccnc21	14	-4	15	7	1	-11	1	5	3
COc1cccc(-c2csc(NC(C)=O)n2)c1	-34	13	8	3	5	7	2	2	5
COc1ccc(Nc2cc(C(=O)NCCCN3CCN(C)CC3)c3ccccc3n2)cc1	8	5	12	11	2	-1	4	5	5
CCN(C(=O)c1cn(C)c(=O)c2cc(OC)c(OC)cc12)c1cc(C)ccc1C	3	24	9	5	2	8	2	3	-3
Cc1cc2oc(=O)cc(COC(=O)Cn3cnnn3)c2cc1C(C)C	-1	19	13	-2	6	12	-3	1	10

(list continues)
SMILES	C1s block	CatL block	AP ELISA ortho	Cathepsin G inh	E coli RNAP	CatS inh	CatB mixtures	CatB block	FXIa mix inh
COc1cc(NC(=O)c2cc3ccccc3o2)c(OC)cc1Cl	-4	-20	5	-4	6	16	4	-3	9
O=C(C(c1ccccc1)c1ccccc1)N1CCN(CC(O)COc2ccccc2)CC1 (centres undefined)	-4	7	20	10	13	1	4	4	8
c1ccc(OCCOc2ncnc3ccccc23)cc1	-31	22	6	4	14	2	-9	3	-4
COC(=O)c1ccc(NC2=CC(=O)CC(C)(C)C2)cc1	-1	-8	6	5	10	-1	3	3	0
CSc1nc(N)c(C#N)c(-c2ccc(Cl)cc2)c1C#N	-11	29	-30	-9	5	22	4	7	1
COc1ccc(S(=O)(=O)N2CN(Cc3ccco3)c3nc4ccccc4nc32)cc1	4	-4	18	3	5	-1	6	-3	1
Cc1ccc(C(=O)NCCNC(=O)CN2CCCC2)cc1	18	-6	14	16	2	2	20	-3	23
NC(=O)C1CCN(C(=O)c2ccc(CS(=O)(=O)c3c(Cl)cccc3Cl)o2)CC1	-17	-1	13	7	-1	1	3	3	-3
Cc1nc2ccccc2c(=O)n1/N=C/c1cccnc1	8	12	9	8	0	1	-3	0	2
S=P(c1ccc(N2CCOCC2)cc1N1CCOCC1)(N1CCOCC1)N1CCOCC1	-10	4	1	5	4	-8	-4	6	9
O=C(Cn1nnc(-c2cccc(C(F)(F)F)c2)n1)NC(=O)NCc1ccco1	-18	-1	-6	-8	-8	3	1	4	-2
Cc1ccc(-c2ccc(CCC(=O)O)n2CC(=O)O)cc1	-58	·	-8	-13	5	29	6	5	-11
CCOC(=O)c1[nH]c2ccc(OC)cc2c1NC(=O)c1nonc1C	12	-4	2	13	10	5	2	2	1
Cn1c2ccccc2c2ncn(Cc3ccco3)c(=O)c21	-20	-10	15	-6	-2	-1	0	3	1
O=C1CCCC2=C1C(c1cccs1)n1ncnc1N2 (centres undefined)	11	5	12	9	4	1	3	4	3
Cc1ccc(C(=O)COc2cccc(NC(=O)c3ccco3)c2)cc1	1	-3	11	-5	2	-10	4	-6	9
CN1CC(=O)N(CC(=O)NCCc2ccc(F)cc2)c2ccccc2C1=O	15	7	16	13	5	4	9	1	7
O=C(Nc1ccon1)c1ccc(S(=O)(=O)N2CCCCCC2)cc1	-7	-8	17	0	1	-8	5	-3	8
Cc1cccc(-c2nnc(SCc3cc(=O)[nH]c4ccccc34)n2C)c1	7	-2	7	11	10	4	8	14	6
O=C(CN(c1ccc(F)cc1)S(=O)(=O)c1ccc2c(c1)OCCO2)NCC1CCCO1 (centres undefined)	-64	8	4	5	8	-3	5	-1	-8
COc1ccc(N2CCN(C(=O)c3c(-c4ccccc4)noc3C)CC2)cc1	8	23	-17	-12	3	·	1	4	2
COc1ccc(N(CC(=O)Nc2nc3ccc(C)cc3s2)S(=O)(=O)c2c(C)nn(C)c2C)cc1	2	·	4	-1	6	-1	0	3	0
CN(c1ccc(Cl)cc1)c1cc(=O)n(C)c2ccccc12	-1	12	5	-4	-1	21	2	4	5
CN1CCCC(OC(=O)COc2ccc(Br)cc2)C1 (centres undefined)	-42	-2	-23	-5	1	23	10	4	-1
CC(=O)N1C(=O)C2(C(C#N)=C(N)Oc3n[nH]c(-c4ccccn4)c32)c2ccccc21 (centres undefined)	11	·	-2	8	10	-5	0	4	8

Of the compounds above, these have bromine.
SMILES	C1s block	CatL block	AP ELISA ortho	Cathepsin G inh	E coli RNAP	CatS inh	CatB mixtures	CatB block	FXIa mix inh
Cc1cc(Br)ccc1NC(=O)CNC(=O)CSc1n[nH]c(N)n1	-1	0	8	1	5	-2	4	-4	8
CN1CCCC(OC(=O)COc2ccc(Br)cc2)C1 (centres undefined)	-42	-2	-23	-5	1	23	10	4	-1

The list goes on:
SMILES	C1s block	CatL block	AP ELISA ortho	Cathepsin G inh	E coli RNAP	CatS inh	CatB mixtures	CatB block	FXIa mix inh
O=C(Nc1nnc(-c2ccccc2)s1)c1ccc(Cl)c(S(=O)(=O)N2CCOCC2)c1	15	8	4	11	6	6	6	1	-2
Cn1c(CNc2ccc(Cl)cc2)nnc1SCc1ccccc1	-5	21	-13	-2	7	8	-2	0	-4
Cc1ccc(CNC(=O)C2c3ccccc3C(=O)N(C)C2c2c[nH]c3ccccc23)o1 (centres undefined)	3	9	12	9	8	1	1	0	-3
Oc1c(C(c2cccs2)N2CCN(c3cccc(Cl)c3)CC2)sc2ncnn12 (centres undefined)	0	·	3	9	9	10	1	2	3
CC(=O)N1CCN(c2ccc(Oc3ncnc4sccc34)cc2)CC1	-5	5	12	-6	-3	-16	0	4	3
CC(=O)c1sc2nc(=O)c(C)nn2c1C	19	8	0	10	6	4	4	2	9
O=C(NCCN1C(=O)C2C3C=CC(C3)C2C1=O)Nc1ccccc1O (centres undefined)	-4	·	15	-4	6	9	6	-4	5
Nc1cc(-c2nn[nH]n2)ccc1F	25	4	10	13	3	-2	1	2	8
COCCNC(=O)C1CCCN(c2ncccn2)C1 (centres undefined)	5	8	14	5	7	10	8	-3	9
O=C(CCC(=O)N1CCN(c2ccccn2)CC1)Nc1nnc(C2CCCCC2)s1	13	5	8	8	·	1	2	1	4
Cc1cc(N2CCN(C(=O)c3ccco3)CC2)n2ncc(-c3ccccc3)c2n1	7	15	5	11	7	-1	5	1	1
CCOc1ccc(N(CC(=O)NCc2ccccc2OC)S(C)(=O)=O)cc1	-1	9	19	-1	·	-1	3	-3	9
CCOC(=O)N1CCN(C(=O)CN(c2cc(C(F)(F)F)ccc2Cl)S(C)(=O)=O)CC1	23	-5	10	-6	-5	-6	1	3	2
Cc1ccccc1-n1c(=O)cc(NCc2ccc3c(c2)OCO3)[nH]c1=O	-1	6	4	3	-4	-2	0	-2	9
Cc1csc(NC(=O)CSc2nnc3ncccn23)n1	-35	-3	11	2	-4	29	9	3	-4
Nc1cccc(-c2nc3ccc(N)cc3s2)c1	-163	-77	8	-27	-44	-28	-8	-12	-33
CC1CN(C(=O)c2ccc(C(=O)c3ccccc3)cc2)CC(C)O1 (centres undefined)	3	-18	5	7	-1	-4	-5	0	1
CCOC(=O)c1ccc2c(c1)nc(C1CCN(S(=O)(=O)c3cccs3)CC1)n2CC	-2	8	-22	-4	6	14	0	5	7
O=C1Nc2ccccc2C12OCC(COc1ccc(Cl)cc1)O2 (centres undefined)	8	4	10	9	5	-17	1	0	4
COCCSc1ccccc1C(=O)N1CCCC1	-8	7	-1	-3	5	14	5	-3	8
CCCOC(=O)CN1C(=O)c2ccc(C(=O)OCCC)cc2C1=O	-31	14	-2	6	1	-4	1	3	4
Cc1ccc(/C(C#N)=C\c2cn(C)c3ccccc23)cc1	-16	-6	-3	-5	8	14	3	6	-2
O=C(Cn1c(=O)n(Cc2ccco2)c(=O)c2ccccc21)Nc1cccc(Cl)c1	12	·	6	11	8	20	7	7	6
NC(=O)c1ccccc1N/C=C/C(=O)c1ccco1	9	-6	25	11	6	4	6	3	7
N#C/C(=C/c1ccc(N2CCCCCC2)o1)c1ccc(F)cc1	-28	-2	17	-4	4	-23	4	-2	-1

The list goes on:
SMILES	C1s block	CatL block	AP ELISA ortho	Cathepsin G inh	E coli RNAP	CatS inh	CatB mixtures	CatB block	FXIa mix inh
CCOC(=O)Cn1nnnc1CN(Cc1ccc(OC)cc1)Cc1cc2cc(C)ccc2[nH]c1=O	-12	-9	5	-8	-12	6	5	6	5
COc1ccccc1C1N(c2cc(Cl)ccc2OC)C(=O)C2CCCN21 (centres undefined)	-5	-9	13	-4	-4	-9	-4	-5	4
CCOc1ccc(N2C(=O)c3ccc(C(=O)OCc4c(C)noc4C)cc3C2=O)cc1	9	0	16	1	3	-1	6	1	4
Cc1ccc(-n2c(SCC(=O)Nc3ccc4c(c3)OCCO4)nnc2-c2ccco2)cc1	2	31	-17	-1	6	6	1	1	1
Cc1ccccc1C(=O)Nc1ccccc1	-29	0	-5	-11	-3	-6	-8	-1	2
CC(=O)c1cccc(NC(=O)CN(c2cccc(F)c2)S(C)(=O)=O)c1	-32	·	-9	-8	6	15	1	4	2
O=C(c1ccccc1F)N1CCN(CC2CC3C=CC2C3)CC1 (centres undefined)	8	·	15	9	6	0	5	9	7
C[C@H](NC(=O)OC(C)(C)C)c1nnc(SCC(N)=O)o1	12	10	21	5	0	-6	3	2	6
